AMA1-RON2 inh – qHTS for Inhibitors of AMA1-RON; Towards Development of Antimalarial Drug Lead: Primary Screen. Potency, µM (titrated, usually from 58.2 µM), without a hit: at the highest dose activity change, negative = inhibition, actives largely listed as inhibitors. AlphaScreen AMA1-biotinylated RON2 peptide binding. 0.2% of 360,000 active. Plasmodium falciparum AMA1 (3D7) - RON2 peptide interaction;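 further: potency means the concentration at half of the fitted maximal effect; 0% = vehicle wells and -100% = peptide control; nearly all actives have a fitted effect of over 45% in size; some results filed as inactive show a strong effect at the top dose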
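AMA1 (3D7) with his tag at 25 nM final met compounds first, then biotinylated RON2 peptide at 25 nM; detection used donor plus acceptor beads, 10 µg/mL apiece, read by AlphaScreen after 30 min at room temperature.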
HCMV inh – qHTS Assay for inhibitors of the human cytomegalovirus (HCMV). HFF cells, HCMV-luciferase reporter, 72 h; hits give low values. activity change, negative = inhibition, % at 57.5 µM. 4.5% of 410,000 active. AID 1259415, 2018; in the data active means activity change below about -60%; inconclusive means no clear call, values can overlap the other calls; inactive means above about -39%
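Two compound doses tested in HFFs infected with HCMV-luciferase, MOI 1 PFU/cell, 72 h at 37C. Lysate luminescence read with OneGlo; data normalized against buffer-only and 10uM Salinomycin inhibitor controls.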
HCV inhibitor – qHTS Assay for Inhibitors of Hepatitis C Virus (HCV). Huh7.5.1 HCVcc-Cre infection, luciferase reporter, 44 h. Potency, µM (highest dose often 41.8 µM), without a hit: at the top dose activity change, negative = inhibition, actives largely listed as inhibitors. 3.4% of 340,000 active. AID 651820, 2012; further: potency means the concentration at half of the fitted maximal effect
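Infectious HCVcc-Cre (~0.5 moi) was added to cells just after compound, with cells seeded 4 h earlier at 1,000 per well. Luciferase activity after 44 h culture reported infection; substrate was incubated 15 min at room temperature before reading.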
Giardia FBPA inh – qHTS Assay for Inhibitors of Fructose-1,6-bisphosphate Aldolase from Giardia Lamblia | A8B2U2 | purified Giardia FBPA | Potency, µM (top dose mostly 59.6 µM), inactives show at the top dose activity, negative = inhibition, usual class: inhibitors | 0.71% of 290,000 active; further: potency means the concentration at half of the fitted maximal effect; nearly all actives have a fitted effect of over 55% in size
Target sequence (A8B2U2 whole entry, looked up): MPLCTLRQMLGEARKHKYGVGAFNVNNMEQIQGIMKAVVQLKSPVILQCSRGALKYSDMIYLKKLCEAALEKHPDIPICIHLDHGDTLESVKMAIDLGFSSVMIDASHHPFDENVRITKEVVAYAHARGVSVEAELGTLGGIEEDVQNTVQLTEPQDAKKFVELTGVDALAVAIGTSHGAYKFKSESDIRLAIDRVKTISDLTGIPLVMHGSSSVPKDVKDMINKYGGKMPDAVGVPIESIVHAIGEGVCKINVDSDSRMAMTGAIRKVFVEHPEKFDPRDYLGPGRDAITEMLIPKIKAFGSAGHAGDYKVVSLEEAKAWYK
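40 nM FBPA preincubated 10 min at RT with compound (up to 57.5 uM final), then substrate plus GAPDH/TPI/NAD/arsenate coupling and diaphorase/resazurin added. Fluorescence read after 20 min at RT, 525/598 nm.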
Sm TGR block – qHTS Assay for the Inhibitors of Schistosoma Mansoni Peroxiredoxins | 3% of 360,000 active | Potency, µM (top dose mostly 114 µM), without a hit: top-dose activity change, negative = inhibition, actives largely listed as inhibitors | purified TGR, DTNB reduction, TNB absorbance 405 nm; further: potency means the concentration at half of the fitted maximal effect; nearly all actives have a fitted effect of over 60% in size
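TGR 20 nM + NADPH 100 uM (dispensed conc.), cpd preinc 15 min RT; start with NADPH (500 uM addition) then DTNB (15 mM addition). Kinetic TNB absorbance, 405 nm filter. Four-parameter Hill fit across titration.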
AmpC inh detg – qHTS Inhibitors of AmpC Beta-Lactamase (assay with detergent) | P00811 | AmpC hydrolysis of nitrocefin, absorbance 480 nm, 0.01% Triton | Potency, µM (series often up to 114 µM), for the others: top-dose activity change, negative = inhibition, actives largely listed as inhibitors | 0.041% of 370,000 active;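 further: potency means the concentration at half of the fitted maximal effect; 0% = no-compound wells and -100% = no-enzyme wells; nearly all actives have a fitted effect of over 25% in size; some results filed as inactive show a strong effect at the top dose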
Target sequence (P00811 whole entry, looked up): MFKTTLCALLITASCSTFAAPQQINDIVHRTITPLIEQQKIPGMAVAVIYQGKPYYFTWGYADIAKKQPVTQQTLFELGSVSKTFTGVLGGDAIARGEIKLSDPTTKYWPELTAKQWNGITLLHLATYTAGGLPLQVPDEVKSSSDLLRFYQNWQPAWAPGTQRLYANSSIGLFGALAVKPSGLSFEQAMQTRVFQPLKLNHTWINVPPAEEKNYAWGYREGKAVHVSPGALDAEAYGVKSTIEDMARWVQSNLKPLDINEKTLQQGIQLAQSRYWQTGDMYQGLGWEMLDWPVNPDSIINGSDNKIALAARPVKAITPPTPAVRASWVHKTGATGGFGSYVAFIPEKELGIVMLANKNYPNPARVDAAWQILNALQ
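AmpC (5.3 nM in the dispensed reagent) in 20 mM phosphate pH 7.0 with 0.01% (detergent screen) or 0.0001% Triton X-100 was preincubated with compounds for 15 min at room temperature. Nitrocefin was then added from an 800 uM solution, and hydrolysis was followed at 480 nm.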
The depositor's hits bear a star; ? = inconclusive; . = not tested or not shown; [ ] = dose if it differs, or a comment. Unless noted, the call rests on the fitted dose curve; in most records, active means well fitted curve in the direction sought with a large enough effect; inconclusive means small, poorly fitted or top-dose-only effect, or another doubt; inactive means no such curve, though single readings can be large; an effect the other way counts as inactive or inconclusive. Unless noted, on the % scale 0 is the no-effect control and ±100 the full control effect.

SMILES	AMA1-RON2 inh	HCMV inh	HCV inhibitor	Giardia FBPA inh	Sm TGR block	AmpC inh detg
CCOC(=O)N1CCC(N2Cc3cccc(C(=O)Nc4ccc(OC)c(OC)c4)c3C2=O)CC1	-3%	22	-7%	-7%	2%	-15%
Cc1nc2nc(SCC(=O)Nc3cccc(F)c3)[nH]c2cc1Br	-6%	?	-15%	?	-2%	0%
N#CC1=C(N)N(c2ccc(Cl)cc2)C2=C(C(=O)CCC2)C1c1cc(CN2CCOCC2)cs1 (configuration not stated)	.	-18	.	.	0%	2%
CN(CC(=O)Nc1ccccc1Br)C(=O)C(Cc1ccccc1)NC(=O)c1ccccc1 (configuration not stated)	-16%	6	-2%	.	0%	1%
CCc1c(C#N)c(SCCC(=O)Nc2ccc(OC)cc2)nc2c1C(=O)CC(C)(C)C2	37%[activator]	-28	?	3%	-9%	-7%
Cc1cccc(C(C)C)c1NC(=O)CSc1ncnc2[nH]ncc12	32%[activator]	21	-1%	.	.	.
COc1ccc(C(=O)NCc2nnc(SCC(=O)Nc3nnc(C)s3)o2)cc1OC	126%[activator]	37	18%	0%	5%	-5%
O=C(NC1CCS(=O)(=O)C1)c1cccc(S(=O)(=O)N2CCCC2)c1 (configuration not stated)	39%[activator]	-1	9%	3%	-2%	1%
CSc1nc2ccccc2n1CC(=O)Nc1c(C)n(C)n(-c2ccccc2)c1=O	-4%	9	13%	4%	9%	-7%
O=C(Nc1nc2ccccc2s1)C1CC(=O)N(c2ccc(F)cc2)C1 (configuration not stated)	-2%	-18	4%	12%	-2%	1%
COc1cccc(-c2cc(C(=O)NCc3ccc(Cl)cc3)no2)c1	-5%	19	1%	5%	-20%	-18%
COc1ccc(CCNC(=O)CCCCCN2C(=O)[C@@H]3Cc4ccccc4CN3C2=O)cc1OC	-1%	-37	?	.	2%	3%
CN(C#N)c1nc(N2CCOCC2)nc(N2CCOCC2)n1	19%	33	?	.	.	.
O=C(OCC(=O)c1cccs1)c1ccccc1	-4%	-33	11%	-4%	4%	6%
O=C(/C=C/c1ccco1)OCC(=O)c1cccc([N+](=O)[O-])c1	-30%	5	4%	3%	-33%	-2%
Cn1cc(-c2nnnn2-c2cccc(C(F)(F)F)c2)c(C(F)(F)F)n1	0%	-32	19%	-2%	6%	5%
O=C(c1ccnc(Cl)c1)N1CCCC(Nc2ccc(F)cc2)C1 (configuration not stated)	12%	3	11%	-14%	-8%	-2%
COc1cc(/C=N/NC(=O)NC23CC4CC(CC(C4)C2)C3)ccc1OCC(N)=O	-2%	-5	?	7%	10%	2%
Cc1ccc2cc(C3CC(c4ccco4)=NN3S(=O)(=O)c3ccccc3)c(Cl)nc2c1 (configuration not stated)	-4%	-80*	-3%	-7%	-23%	?
CN(C(=O)c1cccc(NC(=O)Cc2ccc(NC(=O)C3CCN(C(=O)C4CCCC4)CC3)cc2)c1)C1CC1	-5%	43	-24%[8.37 µM]	.	.	.
CC(=O)NC1=NN(C(C)=O)C(C)(CS(=O)(=O)c2ccc(Cl)cc2)S1 (configuration not stated)	0%	17	18%	2%	-2%	0%
CC(=O)c1cnn(-c2ccccc2)c1C	-10%	-24	8%	6%	-8%	-3%
CCN1CCN(C(=O)NC2CC(=O)N(c3ccc(OC)cc3)C2)CC1 (configuration not stated)	-7%	-33	1%	3%	0%	1%
CCc1ccc(-c2nc(CS(=O)CC(=O)NCCc3ccc(C)cc3)c(C)o2)cc1 (configuration not stated)	.	-16	.	.	22µM*	5%
COc1ccccc1CCC(=O)OCC(=O)N1CCN(S(=O)(=O)c2ccc(C)cc2C)CC1	-18%	-8	?	.	-1%	?

Random excerpt: two entries already listed, in no set order.
SMILES	AMA1-RON2 inh	HCMV inh	HCV inhibitor	Giardia FBPA inh	Sm TGR block	AmpC inh detg
COc1cccc(-c2cc(C(=O)NCc3ccc(Cl)cc3)no2)c1	-5%	19	1%	5%	-20%	-18%
CN(CC(=O)Nc1ccccc1Br)C(=O)C(Cc1ccccc1)NC(=O)c1ccccc1 (configuration not stated)	-16%	6	-2%	.	0%	1%

Following part:
SMILES	AMA1-RON2 inh	HCMV inh	HCV inhibitor	Giardia FBPA inh	Sm TGR block	AmpC inh detg
Cc1c(CCC(=O)O)c(=O)oc2cc3occ(-c4ccccc4)c3cc12	-1%	-17	1%	16%	0%	-7%
CC1(C)COC(Cn2c3ccccc3c3ccccc32)O1 (configuration not stated)	11%	-30	-17%	3%	11%	3%
COc1ccc(CN2CCNC(=O)C2CC(=O)N2CCCCO2)c(OC)c1 (configuration not stated)	6%	-13	21%	-14%	5%	5%
Cc1ccc(CNC(=O)c2sc3nc(-c4ccc(F)cc4)ccc3c2N)cc1	.	-14	.	.	4%	-11%
Cc1ccc(S(=O)(=O)N2CCOC2CNC(=O)C(=O)NCc2ccccn2)cc1 (configuration not stated)	49%[activator]	82	.	.	0%	1%
Cc1cccc(NC(=O)c2ccc(F)c(S(=O)(=O)N(C)C3CCCCC3)c2)c1	.	-82*	.	.	2%	-2%
O=C(CN1CCc2cc3c(cc2C1)OCCCO3)Nc1ccccc1	4%	1	11µM*	4%	-12%	?
Cc1ccccc1N1CCN(Cc2cccc(C(=O)O)c2)CC1	-1%	6	17%	10%	2%	?
COc1ccc(Oc2nc3c(c(=O)n(C)c(=O)n3C)n2Cc2cccc(OC)c2)cc1	-4%	28	15%	1%	11%	3%
CCCOn1c(OCC(C)C)nc2ccccc2c1=O	-13%	-6	-25%	5%	0%	-11%
O=C(C1CCC(CNS(=O)(=O)c2cccc3nsnc23)CC1)N1CCN(c2ccccn2)CC1 (configuration not stated)	-5%	?	?	2%	-8%	4%
O=S(=O)(NCCc1c[nH]c2ccccc12)c1ccc(F)cc1	-9%	17	1%	.	.	.
COC(=O)c1ccc(-c2nc3cc(NC(C)=O)ccc3o2)cc1	.	14	.	.	-4%	-13%
CC(=O)Nc1ccc2c(c1)C(=O)c1cccc(C(=O)O)c1-2	3%	3	35%[activator]	.	.	.
CC(C)(CC(=O)O)CC(=O)NNc1ncccc1C#N	4%	4	8%	2%	10%	0%
Cc1ccccc1N1C(S)=C(C#N)C(=O)NC1c1cccs1 (configuration not stated)	27%	42	21%	10%	-3%	-5%
CC(OC(=O)c1ccc2noc(-c3ccccc3)c2c1)C(N)=O (configuration not stated)	-7%	-22	?	-9%	35µM*	-1%
CCN(CC(=O)NCc1ccc(Cl)cc1)C(=O)Cc1ccc(OC)cc1	-6%	-16	?	9%	0%	-5%
COc1cccc(-c2ocnc2C(=O)Nc2ccc(N3CCOCC3)cc2N2CCOCC2)c1	-9%	-37	?	-4%	-17%	-11%
COc1ccccc1Cc1nc2ccccc2nc1SCC(=O)Nc1cccc(Cl)c1C	.	20	.	.	0%	7%
O=C(N/N=C/c1c[nH]c2ccc(Br)cc12)c1ccn(Cc2ccc(Cl)cc2Cl)n1	-3%	23	-14%	-3%	-17%	0%
COc1cc(C2SCC(=O)N2CCCN(C)C)cc(OC)c1OC (configuration not stated)	6%	-19	-13%	-18%	-9%	-5%
c1ccc([C@H]2CN3CCSC3=N2)cc1	1%	39	6%	-2%	-7%	-8%
Cn1c(/C(C#N)=C(\O)c2ccc(S(=O)(=O)N3CCCCC3)cc2)nc2ccccc21	110%[activator]	?	-3%	-20%	1%	1%
O=C(Cn1nc(C(=O)O)c2ccccc2c1=O)Nc1ccccc1C(F)(F)F	55%[activator]	-19	22%	2%	8%	2%

Whole records, quoted from the list. Order of screens: AMA1-RON2 inh	HCMV inh	HCV inhibitor	Giardia FBPA inh	Sm TGR block	AmpC inh detg
`Cn1c(/C(C#N)=C(\O)c2ccc(S(=O)(=O)N3CCCCC3)cc2)nc2ccccc21` reads 110%[activator]	?	-3%	-20%	1%	1%
`COc1ccc(Oc2nc3c(c(=O)n(C)c(=O)n3C)n2Cc2cccc(OC)c2)cc1` reads -4%	28	15%	1%	11%	3%
`COC(=O)c1ccc(-c2nc3cc(NC(C)=O)ccc3o2)cc1` reads .	14	.	.	-4%	-13%
`O=C(CN1CCc2cc3c(cc2C1)OCCCO3)Nc1ccccc1` reads 4%	1	11µM*	4%	-12%	?

Next part:
SMILES	AMA1-RON2 inh	HCMV inh	HCV inhibitor	Giardia FBPA inh	Sm TGR block	AmpC inh detg
Cc1cccc(NC(=O)/C(C#N)=C/c2ccc(Cl)cc2)n1	-4%	-6	12%	-4%	3%	-1%
COc1ccccc1N1CCN(C(=O)c2ccc([N+](=O)[O-])s2)CC1	-4%[2.32 µM]	-20	?	0%	1%	-1%
COc1ccccc1C(=O)NCC(=O)N1CC=C(c2ccccc2)CC1	-3%[11.6 µM]	-25	?	.	0%	?
COc1ccccc1OCC(=O)NCC1CCCCC1	0%	21	9%	-6%	0%	-2%
CN(C)C(CNC(=O)C1CCCN(C(=O)c2ccc(Cl)cc2)C1)c1ccco1 (configuration not stated)	1%	-1	28%	3%	-22%	-6%
CCCc1cc(=O)oc2cc(OCC(=O)Nc3ccc4c(c3)OCCO4)ccc12	6%	20	0%	6%	11%	-3%
CCN(CC)S(=O)(=O)c1ccc2c(c1)N(CC(=O)NCCCN1CCN(c3ccccc3F)CC1)C(=O)CO2	.	-12	.	.	-28%	1%
CCN1CCCC1CNCc1cccc(OC)c1OCc1ccccc1F (configuration not stated)	6%	16	?	-11%	-18%	0%
CCC(C)NC(=O)COc1ccc(S(=O)(=O)N2CCOCC2)cc1 (configuration not stated)	-2%	-11	0%	7%	0%	?
Cn1c(CN2CCOCC2)nnc1SCc1cccc(F)c1	-1%	-16	15%	4%	12%	4%
COc1cccc(OC)c1C(=O)NNC(=O)c1cccc(COc2ccc3c(c2)CCC3)c1	115%[activator]	101	?	4%	-16%	1%
CCN1c2ccc(S(=O)(=O)N3CCOCC3)cc2N(Cc2ccc(OC)cc2)C1C (configuration not stated)	1%	?	12%	-6%	-4%	2%
O=C(N/N=C/c1ccc[nH]1)c1cccnc1	107%[activator]	11	4%	-29%	0%	-13%
O=C(Cc1cccc2ccccc12)NN1C(=O)C2C(C1=O)C1C=CC2C12CC2 (configuration not stated)	-9%	-9	19%	4%	0%	-10%
COc1cc(S(=O)(=O)NCc2ccccn2)c(OC)cc1Cl	25%	36	3%	-4%	0%	?
CCOC(=O)c1cnc2c(ccc3ccccc32)c1Nc1ccccc1OC	.	20	.	.	1%	12%
Cc1cc(C)c(S(=O)(=O)N2CCN(C(=O)CCn3nc(C)c(C)c3C)CC2)c(C)c1	6%	-35	13%	1%	-14%	-5%
CN1CCCC(OC(=O)c2cc(Br)ccc2Cl)C1 (configuration not stated)	-12%	-1	-20%	-1%	8%[11.4 µM]	-13%
CN(CC(=O)NCCN1CCCCCC1)S(=O)(=O)c1cccc2nsnc12	2%	50	14%	-8%	-5%	2%
Cc1ccc(C)n1-c1cccc(NC(=O)c2ccccc2)c1	-12%	-7	?	-4%	?	0%
O=C(Nc1ccc(Cl)c(Cl)c1)Nc1ccc(Br)cc1F	17%	-99*	?	-6%	0%	-10%

Compound activity: PubChem BioAssay, National Center for Advancing Translational Sciences (NCATS)
